Screens (PubChem BioAssay)
USP2a inh: qHTS Assay for Inhibitors of Ubiquitin-specific Protease USP2a Using CHOP2 as the Reporter; hit rate 0.01% among 330,000; Ubiquitin carboxyl-terminal hydrolase 2 (Homo sapiens), O75604; USP2 core, Ub-CHOP2 coupled fluorogenic reporter, 485/531; Potency, µM (series often up to 38.3 µM), for the others: at the top dose activity change, negative = inhibition, actives largely listed as inhibitors;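 further: potency means the concentration at half of the fitted maximal effect; plate controls were DMSO wells for no effect and full inhibition by NEM control for full effect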
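Deubiquitinase activity read as fluorescence (485/531 nm) after Ub-CHOP2 cleavage activates the enterokinase reporter on its substrate; USP2 core 10nM, Ub-CHOP2 and substrate 25nM each, 30min compound preincubation then 60min RT; data normalized to NEM, curves fitted.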
Eya2 phos inh: qHTS Assay for Inhibitors of the Phosphatase Activity of Eya2. Potency, µM (top dose mostly 76.9 µM), inactives show at the top dose activity, negative = inhibition, most hits filed as inhibitors. hit rate 0.006% among 330,000. recombinant Eya2, OMFP fluorescence dephosphorylation (OMFP is methylfluorescein phosphate). Protein phosphatase EYA2 (Homo sapiens), O00167; further: potency means the concentration at half of the fitted maximal effect; on the % scale 0 is the no-effect control and ±100 the full control effect
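Eya2 (0.2 uM) preincubated 10 min at ambient with compound, then OMFP substrate added at 50 uM; 10 min reaction in 50 mM HEPES pH 7.5, 50 mM NaCl, 5 uM MgCl2, 0.05% BSA, 1 mM DTT. Fluorescence read at Ex 485/Em 525 nm.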
Menin-MLL TR inh: qHTS Assay for Inhibitors Targeting the Menin-MLL Interaction in MLL Related Leukemias: Competition With Texas Red Labeled MLL-derived Mutant Peptide; Menin + Texas Red MLL mutant peptide, fluorescence polarization; hit rate 0.23% among 270,000; O00255; Potency, µM (series often up to 61.6 µM), for the others: at the top dose FP activity change, negative = inhibition, most hits filed as inhibitors; AID 1768, 2009; active means well fitted inhibition curve with a large enough effect in the polarisation, with a control signal flat, not every such curve was filed as active; inconclusive means small, poorly fitted or top-dose-only effect, or effect the other way, or a change in a side signal; inactive means no such curve, though single readings can be large or run the other way; the % refers to the polarisation; further: potency means the concentration at half of the fitted maximal effect; % of control where 0% means no effect; many of its hits are not listed in these tables
S-ASM inh: Inhibitors of Secretory Acid Sphingomyelinase (S-ASM): qHTS; placental ASM, HMU-PC fluorogenic substrate, 60 min; hit rate 0.006% among 340,000; Potency, µM (top dose mostly 57.5 µM), without a hit: top-dose activity change, negative = inhibition, usual class: inhibitors; Sphingomyelin phosphodiesterase (Homo sapiens), P17405; AID 504937, 2011; further: potency means the concentration at half of the fitted maximal effect
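HMU-PC0 cleavage (9 uM final) by human placental ASM, 60 min at 37 °C following 10 min compound exposure at RT; stopped at pH 10, fluorescence Ex 386/Em 447 nm.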
PKM2 act: qHTS Assay for Activators of Human Muscle isoform 2 Pyruvate Kinase; Pyruvate kinase PKM (Homo sapiens), P14618; Potency, µM (series often up to 57.5 µM), without a hit: at the highest dose activation, most hits filed as activators; purified PKM2, Kinase-Glo ATP luminescence, activation; response scale: 0% is enzyme alone, no compound; hit rate 0.34% among 260,000; AID 1631, 2009; further: potency means the concentration at half of the fitted maximal effect; on the % scale 0 is the no-effect control and ±100 the full control effect; nearly all actives have a fitted effect of over 55% in size
Target sequence (P14618 whole entry, looked up, canonical isoform): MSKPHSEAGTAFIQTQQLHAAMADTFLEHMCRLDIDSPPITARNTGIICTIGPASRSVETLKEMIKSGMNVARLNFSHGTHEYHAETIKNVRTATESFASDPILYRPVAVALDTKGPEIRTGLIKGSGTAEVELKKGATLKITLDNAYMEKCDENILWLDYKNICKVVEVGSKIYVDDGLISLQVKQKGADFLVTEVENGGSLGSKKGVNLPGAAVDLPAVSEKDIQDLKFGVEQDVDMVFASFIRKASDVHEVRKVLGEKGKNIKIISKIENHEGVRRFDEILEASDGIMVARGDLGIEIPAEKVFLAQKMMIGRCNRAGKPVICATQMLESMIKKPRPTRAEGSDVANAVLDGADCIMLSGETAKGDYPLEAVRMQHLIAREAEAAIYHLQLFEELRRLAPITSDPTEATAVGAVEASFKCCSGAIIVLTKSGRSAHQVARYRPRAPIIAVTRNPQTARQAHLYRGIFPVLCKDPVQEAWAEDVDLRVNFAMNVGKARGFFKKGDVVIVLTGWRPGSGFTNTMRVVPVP
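Purified hPK-M2 (>95%) run at intermediate activity with 0.1 mM ADP and 0.5 mM PEP in 50 mM imidazole pH 7.2, KCl, MgCl2; 1 h room temperature. ATP formed read by Kinase-Glo luminescence; normalized to uninhibited and no-enzyme controls.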
GALK inh: qHTS Assay for Inhibitors of Human Galactokinase (GALK); Purified GALK, Kinase-Glo residual ATP luminescence; Potency, µM (series often up to 57.5 µM), without a hit: at the top dose activity change, negative = inhibition, usual class: inhibitors; hit rate 0.007% among 270,000; further: potency means the concentration at half of the fitted maximal effect; on the % scale 0 is the no-effect control and ±100 the full control effect
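Human GALK (5 nM) with 35 uM ATP and 100 uM galactose in 20 mM HEPES pH 8.0, 5 mM MgCl2, 60 mM NaCl, 1 mM DTT, 0.01% BSA. After 1 h at room temperature, leftover ATP was read by Kinase-Glo Plus luminescence.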
Chronic BCR inh: qHTS Assay to Find Inhibitors of Chronic Active B-Cell Receptor Signaling | ABC-DLBCL IkBa-CBG/CBR reporter, luminescence ratio, 4 h | Potency, µM (series often up to 46.1 µM), for inactives: at the top dose ratio change, negative = lower green/red ratio, most hits filed as inhibitors | hit rate 0.05% among 340,000 | AID 493014, 2011; active means well fitted inhibition curve with a large enough effect in the signal ratio, with a control signal flat, not every such curve was filed as active; inconclusive means small, poorly fitted or top-dose-only effect, or effect the other way, or a change in a side signal; the % refers to the signal ratio;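 further: potency means the concentration at half of the fitted maximal effect; plate controls were basal doxycycline-induced cells for no effect and cells given 10 µM MG132 for full effect; MG132 reads +100%, hits lower the ratio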
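TMD8 human ABC-DLBCL cells with doxycycline-inducible IκBα–green luciferase fusion and unfused red luciferase, in 0.5% FBS medium; compounds up to 46 uM, 4 h at 37C. Green/red luminescence ratio, filter-overlap corrected, fitted to concentration-response curves.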
hERG WT inh: qHTS for Inhibitors of KCHN2 3.1: Wildtype qHTS; Voltage-gated inwardly rectifying potassium channel KCNH2 (Homo sapiens), Q12809; U2OS, BacMam KCNH2, thallium flux FluxOr; hits give low values; AID 720551, 2013; activity change, % at 1.84 µM; hit rate 0.37% among 340,000;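 active means maximum activity change below -70%; inconclusive means maximum activity change between -70% and -50%; inactive means maximum activity change above -50%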; further: on the % scale 0 is the no-effect control and ±100 the full control effect
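U2OS cells were transduced with wild-type KCNH2 virus (2.03 x 10^8 / mL) for 4 h at room temperature, then cultured overnight at 37 C. Thallium flux was read with FluxOr dye. Rate constants were normalized to DMSO controls.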
MBNL1-CUG inh: qHTS Assay for Inhibitors of MBNL1-poly(CUG) RNA binding; Muscleblind-like protein 1 (Homo sapiens), Q9NR56; TR-FRET MBNL1-His/biotin-(CUG)12 binding, 665/545 ratio; Potency, µM (highest dose often 57.5 µM), inactives show at the top dose activity change, negative = inhibition, usual class: inhibitors; hit rate 0.036% among 280,000; AID 2675, 2010; active means well fitted inhibition curve with a large enough effect in the signal ratio, with a control signal flat, not every such curve was filed as active; inconclusive means small, poorly fitted or top-dose-only effect, or effect the other way, or a change in a side signal; inactive means no such curve, though single readings can be large or run the other way; the % refers to the signal ratio; further: potency means the concentration at half of the fitted maximal effect; on the % scale 0 is the no-effect control and ±100 the full control effect
Target sequence (Q9NR56 whole entry, looked up): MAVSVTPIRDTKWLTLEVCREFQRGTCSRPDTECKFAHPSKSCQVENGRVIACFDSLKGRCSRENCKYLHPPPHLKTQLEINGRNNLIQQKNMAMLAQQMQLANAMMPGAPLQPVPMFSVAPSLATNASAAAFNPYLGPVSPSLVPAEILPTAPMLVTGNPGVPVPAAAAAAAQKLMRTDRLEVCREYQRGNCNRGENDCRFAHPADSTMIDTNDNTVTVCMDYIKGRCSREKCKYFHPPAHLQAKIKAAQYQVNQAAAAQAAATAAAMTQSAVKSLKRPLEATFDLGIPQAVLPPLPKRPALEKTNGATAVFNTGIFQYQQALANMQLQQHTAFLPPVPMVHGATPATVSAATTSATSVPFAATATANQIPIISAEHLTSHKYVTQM
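Inhibition of protein-RNA binding appears as loss of TR-FRET between terbium anti-His antibody on MBNL1-His and streptavidin-XL665 on biotin-(CUG)12. Activity is normalized to buffer-only and uninhibited-complex controls.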
TSHR antag: Antagonists of the Thyroid Stimulating Hormone Receptor: HTS campaign. TSHR-expressing cells, TSH-stimulated cAMP HTRF, 2 h; hits give low values. activity change, negative = inhibition, % at 11.5 µM. hit rate 0.2% among 330,000;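 active means activity change below a set negative limit, meaning inhibition stronger than a set level, cut at about -70% in these data; inconclusive means activity change between two set negative limits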; further: on the % scale 0 is the no-effect control and ±100 the full control effect
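Freshly harvested TSHR cells receive pin-tooled compound, then EC80 TSH at 4nM final. After 2 hours at 37 deg C, antibody in lysis buffer and cAMP-d2 are added; 30 minutes at ambient temperature precede the HTRF read.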
Mito fusion act: qHTS Assay for Small Molecule Inhibitors of Mitochondrial Division or Activators of Mitochondrial Fusion. S. cerevisiae fusion-defective mutant growth rescue, CellTiterGlo 48 h. Potency, µM (series often up to 46.1 µM), for the others: at the top dose growth rescue (activation), hits mostly activators. hit rate 0.23% among 320,000. AID 485298, 2010;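 further: potency means the concentration at half of the fitted maximal effect; % of control where 0% means no effect; nearly all actives have a fitted effect of over 45% in size; temperature-sensitive fusion mutants such as fzo1-1 at 37 °C on non-fermentable ethanol glycerol medium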
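Yeast fusion mutant, YPEG (non-fermentable carbon), compound, 48 h at 37C non-permissive; CellTiterGlo added, 10 min RT, luminescence read. Rescued growth = division inhibition.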
* hit, by the source's call; i = inactive; ? = inconclusive; . = no result given; [ ] = dose if it differs, or a comment. Unless noted, the call rests on the fitted dose curve; in most records, active means well fitted curve in the direction sought with a large enough effect; inconclusive means small, poorly fitted or top-dose-only effect, or another doubt; inactive means no such curve, though single readings can be large; an effect the other way counts as inactive or inconclusive. Not all compounds are listed; the hit share may differ from the screen's.

SMILES	USP2a inh	Eya2 phos inh	Menin-MLL TR inh	S-ASM inh	PKM2 act	GALK inh	Chronic BCR inh	hERG WT inh	MBNL1-CUG inh	TSHR antag	Mito fusion act
CCOc1ccccc1N=Nc1c(C)[nH]n(C(N)=S)c1=O	5%	-14%	-8%	-3%	.	1%	?	-12	?	-15	-23%
Cc1[nH]c2ccccc2c1C(=O)C(=O)NCC1CCCO1 (configuration not stated)	4%	?	-11%	1%	3%	2%	9%	-9	.	-1	3%
O=C(CCc1ccccc1)N=C1SC2CS(=O)(=O)CC2N1c1ccccc1 (configuration not stated)	5%	-15%	.	-3%	.	6%	-12%	9	1%	-10	-8%
CCOC(=O)c1ccc(-c2ccc(/C=N/NC(=O)Cc3nnc(N)s3)o2)cc1	0%	-28%	.	292%[activator]	3%	1%	1%	-4	?	?	-1%
COc1ccc(OCC(O)CN2CCc3ccccc3C2)cc1 (configuration not stated)	1%	-5%	0%	2%	-9%[0.46 µM]	1%	0%	6	-4%	9	-6%
Nc1n[nH]c(N)c1N=Nc1ccccc1	0%	-2%	3%	-2%	3%	-1%	-10%	2	?	-8	-7%
COc1ccccc1NC(=O)c1cc(Sc2nncn2C)nc2ccccc12	-1%	9%	5%	1%	-3%	1%	2%	4	13%	5	-3%
O=C(CSc1nnc(-c2ccccc2O)o1)N1CCc2ccccc2C1	0%	1%	-1%	-4%	7%	0%	?	1	0%	-13	16%
OCCN(Cc1ccccc1)c1ncnc2sccc12	?	2%	3%	37%[activator]	5%	1%	3%	-3	-2%	28	3%
CCSc1nnc(NC(=O)C(C(F)(F)F)C(F)(F)F)s1	1%	-26%	6%	4%	3%	-12%	13%	6	-5%	4	2%
Cc1ccc(-n2nc(C)c3c(C)c(CCC(=O)NCC4CCCO4)c(=O)n(C)c32)cc1 (configuration not stated)	1%	8%	.	0%	.	2%	10%	-18	8%	6	0%
Cc1cccc(NC(=O)CSc2nc3ccccc3o2)c1	1%	14%	19%	-1%	-9%	0%	?	-16	6%	-6	10%
Cc1ccc(NC(=O)c2ccco2)c(NC(=O)c2ccccc2)c1	2%	19%	.	-1%	.	4%	0%	-1	4%	4	5%
CCN1C(=O)c2ccccc2S(=O)(=O)c2ccc(C(=O)NCC(OC)OC)cc21	6%	1%	-1%	-2%	.	-4%	3%	23	0%	-3	0%
CCO[C@@H]1OC(C(=O)N2CCN(Cc3ccc4c(c3)OCO4)CC2)=C[C@H](c2cn(C(C)=O)c3ccccc23)[C@H]1CCCO	2%	-5%	-20%	5%	-1%	4%	3%	0	20%	-8	6%
c1ccc2c(NCC3CCCO3)nc(-c3ccncc3)nc2c1 (configuration not stated)	1%	3%	-18%	0%	1%	4%	1%	-3	-1%	4	-6%
Cc1noc(C)c1CSc1nc2ccccc2nc1NS(=O)(=O)c1ccc(Cl)cc1	-8%	18%	?	51%[activator]	-2%	-5%	5%	-10	20%	?	16%
NC(=O)N1CCCC1C(=O)Nc1ccc(Cl)c(Cl)c1 (configuration not stated)	2%	3%	19%	-1%	-4%	-6%	-11%	5	0%	-4	1%
CCOC(=O)c1c(-c2ccc(-c3ccccc3)cc2)csc1NC(=O)c1cccc(N2C(=O)CCC2=O)c1	1%	6%	-16%	-5%	-15%	1%	-4%	-5	?	36	0%
CCN(CC(=O)NCc1cccs1)C(=O)c1ccc(-c2ccc(F)cc2)o1	1%	-13%	.	0%	.	.	-16%	0	.	.	.
COc1ccc(C(=O)NCc2ccccc2CN2CCCC2)cc1S(=O)(=O)Nc1ccc(C)cc1	-3%	1%	.	-4%	.	.	-6%	25	.	16	7%
Cc1ccccc1C(=O)Nc1cccc(-c2cn3ccccc3n2)c1	2%	-9%	10%	-1%	-4%	0%	-4%	2	-3%	5	2%
O=C1NN=C(c2ccc(Cl)cc2)CC1c1cccc(Br)c1 (configuration not stated)	-6%	-5%	-22%	?	-7%	1%	10%	13	14%	-7	-4%
Cc1ccccc1OCCC(=O)OCC(=O)NC(C)c1ccccc1 (configuration not stated)	9%	2%	10%	-1%	3%	1%	0%	-4	.	-4	-10%
COC(=O)CSc1ncnc2c1sc1nc3c(cc12)COC(C)(C)C3	2%	-7%	-10%	-1%	5%	0%	6%	2	1%	-3	-1%
COCCN(Cc1cc2ccc(C)cc2n2nnnc12)Cc1nnnn1C(C)(C)C	3%	1%	2%	0%	6%	0%	-6%	8	-6%	-2	5%
Cc1noc(C)c1CSCC(=O)Nc1cc(S(=O)(=O)N2CCOCC2)ccc1OCC(F)(F)F	1%	9%	.	2%	.	.	-12%	0	.	-7	-5%
COc1ccc(NC(=O)CNC(=O)c2c(C)nn(C)c2Cl)cc1	4%	4%	2%	3%	-7%	-2%	-1%	1	3%	3	-7%
CCOC(=O)N1CCN(C(=O)COC(=O)CN(C)S(=O)(=O)c2ccc(NC(C)=O)cc2)CC1	2%	8%	.	1%	0%	-3%	-10%	3	0%	1	-1%
CC1(C)CC2CC(C)(CN2C(=O)C23CCC(C)(C(=O)O2)C3(C)C)C1 (configuration not stated)	6%	5%	-5%	3%	?	6%	3%	5	2%	-12	8%
COc1ccc2c(Cl)c(C(=O)N/N=C/c3ccc4c(c3)OCO4)sc2c1	0%	-6%	?	17%	-3%	.	-5%	-6	-3%	19	-1%
O=C(CNc1ccc(Br)cc1)c1ccc(Br)s1	1%	-4%	30%	-3%	.	4%	?	-2	22%	-8	4%
CCc1nc2ccccc2n1CC(=O)N(C(C)CC)C1CCS(=O)(=O)C1 (configuration not stated)	-2%	-4%	19%	11%	-14%	0%	-1%	12	-18%	32	8%
O=C1C=C(c2ccc3c(c2)oc2ccccc23)C[C@@H](c2ccc(Cl)cc2)C1	2%	8%	.	-17%	.	.	1%	7	.	6	-5%
COCCN(C(=O)COC(=O)CCc1ccccc1)c1c(N)n(Cc2ccccc2)c(=O)[nH]c1=O	-2%	-8%	.	2%	.	.	-2%	-7	.	4	-3%
O=C1CC(c2ccc(F)cc2)CC2=C1C=Nc1ccccc1N2 (configuration not stated)	6%	0%	0%	-2%	4%	5%	-4%	-15	-6%	-6	9%
COc1ccccc1[C@@H]1C(c2cccc(Cl)c2)=NN(c2ccccc2)[C@H]1C(=O)N1CCOC1=O	3%	7%	?	i	-4%	.	-2%	1	19%	8	24%
Cc1onc(-c2ccccc2Cl)c1C(=O)NCCn1c(C)cc2ccccc21	3%	-2%	?	-8%	7%	.	8%	-10	117%[activator]	0	7%
COc1ccc(-c2csc(NC(=O)C3=COCCO3)n2)c(OC)c1	0%	9%	.	-1%	.	.	?	3	.	7	1%
COc1cccc(/C=N/NC(=O)c2c(C)nc3ccc(Br)cn23)c1O	3%	-2%	?	-8%	7%	0%	?	2	7%	-4	3%
CSc1cccc(NC(=O)COc2ccccc2)c1	2%	-1%	3%	-3%	-3%	2%	?	11	-4%	-7	0%
Cc1cc(C)n2c(SCC(=O)NCc3ccc4c(c3)OCO4)nnc2n1	1%	17%	.	2%	2%	0%	-3%	3	6%	-5	0%
CCn1c(SCc2nc3scc(-c4ccccc4)c3c(=O)[nH]2)nnc1-c1ccc(Cl)cc1	2%	0%	4%	-2%	0%	1%	4%	3	.	-2	-3%
O=C(OC(C(=O)Nc1cc(Cl)cc(Cl)c1)c1ccccc1)C1=COCCO1 (configuration not stated)	0%	5%	-21%	6%	1%	2%	?	2	-6%	17	?
